High-throughput results (PubChem)
LDHA block: qHTS assay for inhibitors of human lactate dehydrogenase; L-lactate dehydrogenase A chain (Homo sapiens), P00338; purified LDHA, NADH/diaphorase-resazurin fluorescence; stronger effect = lower value; activity change, % (values are at about 110 or 230 µM); 480,000 compounds, 0.15% hits; in the data active = activity change below about -30%;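 note: plate controls were DMSO wells for no effect and wells without enzyme for full effect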
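Resorufin fluorescence (ex540/em590), read at 0 and 20 min after diaphorase/resazurin addition, reports the NADH left after a 5 min room-temperature reaction of 2 nM human LDH5 with 0.06 mM NADH and 0.2 mM pyruvate.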
Numbers without * were called inactive; & = joins results of further samples. Only part of the results is shown, so the mix of outcomes need not match the whole.

SMILES | LDHA block
Cc1cc(C)cc(-n2ccn3c(SCC(=O)c4ccc(Br)cc4)nnc3c2=O)c1 | -8
COc1ccc(S(=O)(=O)NC2CCN(C(=O)Nc3cc(Cl)ccc3OC)CC2)cc1 | 0
Cn1nc(C(=O)OC2CCCCCC2)c2ccccc2c1=O | 4
O=C(Nc1c(-c2ccccc2)nc2sccn12)c1ccc(S(=O)(=O)N2CCOCC2)cc1 | -4
N#Cc1cccc(Cn2c(CN3CCCCC3)nc3scc(-c4cccs4)c3c2=O)c1 | 6
Cc1ccc(S(=O)(=O)NCCc2cccc3cccnc23)cc1 | 3
O=C(NCCc1ccc(Cl)cc1)C12CC3CC(CC(Cl)(C3)C1)C2 | 1
COc1ccc2nc(NC(=O)c3cc(-c4ccc(C)c(F)c4)on3)sc2c1 | 0
Cc1oc2cc(OCC(=O)NCc3ccccc3)ccc2c(=O)c1Oc1ccccc1 | -8
CC1(C)Cc2c(C#N)c(Nc3ccccc3)n3c(SCC(=O)Nc4ccccc4)nnc3c2CO1 | 10
CNCc1cc(Cl)cc(OC)c1OCc1ccccc1 | 13
CCN1C(=O)N/C(=C/c2cn(CC(=O)Nc3ccc(F)cc3)c3ccccc23)C1=O | -1
Cc1sc(NC(=O)CC2(CC(=O)O)CCCC2)c(C(N)=O)c1-c1ccc(C(C)C)cc1 | -11
CC(C)c1cccc(NC(=O)Cc2c[nH]c3ccccc23)c1 | 10
Cc1ccc(-c2csc(-c3nc(-c4ccc(C)cc4C)cs3)n2)cc1 | 5
COc1cc(-c2nc3c(c(=O)[nH]c(=O)n3Cc3ccccc3)n2C)ccc1OCc1ccccc1 | 4
Oc1ccc2ccccc2c1C=Nc1cc(Cl)cc(Cl)c1 | 75
CCCNC(=O)C(C)NC(=O)c1nn(C)c(=O)c2ccccc12 (configuration not stated) | 2
COc1ccc(C(=O)NCC2COc3ccccc3O2)cc1OC (configuration not stated) | -4
O=c1ccc2cc(S(=O)(=O)N3CCCCC3)ccc2o1 | 3
Cc1cc(OCC(=O)Nc2ccc3oc(-c4cccnc4)nc3c2)cc(C)c1Cl | 6
CCN(CC)C(=S)SCc1csc(-c2ccc(C)cc2)n1 | -3
CCCCCc1ccc(-c2ccc(C3CCC(CCC)CC3)c(F)c2)nc1 (configuration not stated) | 2
COc1ccc(C2Nc3ccccc3C(=O)N2Cc2ccccc2)cc1COc1ccc(C)cc1 (configuration not stated) | -3
CN(C)S(=O)(=O)c1ccc2c(c1)CCN2Cc1cc(C#N)ccc1F | -3
SMILES | LDHA block
CC(Oc1ccc(Cl)cc1)C(=O)NC(C)c1ccc2ccccc2c1 (configuration not stated) | 1
O=C(O)CNS(=O)(=O)c1ccc(OC(F)(F)F)cc1 | 0
O=C(CCN1CCN(c2cnccn2)CC1)Nc1ccc(F)c(F)c1 | 1
CCCn1c(NC(=O)c2oc3ccc(OC)cc3c2C)nc2ccccc21 | -12
COc1ccc(NC(=O)c2cc(=O)c3cc(Cl)ccc3o2)cc1Cl | 8
Cc1ccc(Cl)cc1NC(=O)CCn1cnc2c1c(=O)n(C)c(=O)n2C | -5
Cn1c(=O)[nH]c(=O)c2c1nc(N1CCN(CC(N)=O)CC1)n2Cc1cccc(Cl)c1 | -6
COc1ccc(/C(=N\O)OC(=O)/C=C/c2ccco2)cc1 | 15
Cc1c(C(=O)COC(=O)CCCNS(=O)(=O)c2cccs2)oc2ccccc12 | -1
c1ccc2c(CSC3=NCCCN3)cccc2c1 | -3
COc1ccc(OC)c(NC(=O)c2ccc3c(=O)n4c(nc3c2)CCCCCC4)c1 | 8
CC(C)CNC(=O)c1cc(-c2cccc(Cl)c2)on1 | 4
CCOC(=O)CNC(=O)C(=O)NCC(=O)OCC | 7
Cc1ccc(Nc2nc(NCCO)nc3c2cnn3C)c(C)c1 | 2
O=C1CCCC2=C1[C@@]1(CCC(c3ccccc3)C1)N=C(Nc1nc3ccccc3o1)N2 (some centres not stated) | -3&1
Cc1ccc(C(=O)NC(C)(C)CO)cc1 | 1
CCCCCCCOc1ccc(C2C3=C(CC(C)(C)CC3=O)OC3=C2C(=O)CC(C)(C)C3)cc1 | -3
Cc1ccccc1CN(C)C(C)C(=O)NCc1cccs1 (configuration not stated) | 9
CCOCCCNc1oc(/C=C/c2ccccc2OC)nc1C#N | 10
CCn1c(Br)nc2c1c(=O)[nH]c(=O)n2C | 0
O=[N+]([O-])c1cccc2ccc(/C=C/c3cccc(C(F)(F)F)c3)nc12 | 8
Cn1c(CN2CCCCC2)nc2cc(NC(=O)COc3ccccc3)ccc21 | 9
S=C(NCCc1ccc(Cl)cc1)Nc1ccc(Nc2ccccc2)cc1 | 1
COc1cc(/C=C(\C#N)C(=O)C(C)(C)C)ccc1OCc1ccccc1Cl | -1
CC(NC(=O)c1ccc(Cl)o1)c1ccc(S(N)(=O)=O)cc1 (configuration not stated) | -17
SMILES | LDHA block
N#Cc1ccccc1CSc1nccc(C(F)(F)F)n1 | 0
CC(C)NC(=O)c1cccc(NC(=O)CCCC(=O)O)c1 | 0
COc1ccc(NC(=O)NC2CCN(c3nc(C)cc(C)n3)CC2)cc1 | 11
COc1ccc(OC)c(/C=C2\Oc3cc(OC(=O)C(C)(C)C)ccc3C2=O)c1 | 4
CC(Cc1ccco1)NC(=O)c1cc2cc(S(=O)(=O)N(C)C)ccc2n1C (configuration not stated) | 2
CCCCCCCC(=O)Oc1ccc(C(=O)O)cc1 | -5
COc1ccc(NC(=O)C(Sc2nnc(-c3ccco3)n2N)c2ccccc2)cc1Cl (configuration not stated) | 1
O=C(CN1CCN(c2ccccn2)CC1)N1N=C(c2cc3ccccc3o2)CC1c1ccco1 (configuration not stated) | -9
Cc1cc(C)c2[nH]c(C(=O)O)cc2c1 | 7
CCN1CCN(c2nc3c(c(=O)[nH]c(=O)n3C)n2CC(O)COc2ccc(Cl)cc2)CC1 (configuration not stated) | -5
c1ccc(-c2c3c(ccc4ccccc43)[o+]c3ccc4ccccc4c23)cc1 | 20
Cc1ccc(NC(=O)CC(C)n2ccnc2)cc1Cl (configuration not stated) | -2
COc1ccc(C(=O)CCl)cc1Br | 1
O=C(CCc1nc2ccccc2s1)NC1CCCCCC1 | 13
O=c1c2cnc3ncnn3c2ccn1-c1cc(Cl)ccc1Cl | -2
COc1ccc(NCC(=O)NNC(=O)CCOc2ccccc2OC)cc1 | 4
CC(C)OCCN1CCC(N2CCCC2)CC1 | -1
Cc1cccc(OC(=O)c2ccccc2Br)c1C | 6
N#CCCN1CCN(c2ccc(NC(=O)c3ccc(F)cc3)c(C(=O)O)c2)CC1 | -21
Brc1cccc(-c2nc3cc4c(cc3[nH]2)OCCO4)c1 | -1
Cn1cc(C(C(=O)O)N2CCN(c3ncc(Br)cn3)CC2)c2ccc(C(=O)O)cc21 (configuration not stated) | 9
CC(=O)Nc1ccc(NC(=O)CSc2nc(C)c(C)o2)cc1 | -12
COc1cc(C#N)ccc1OCc1cc(C#N)ccc1F | 3
O=C(Nc1cccnc1Oc1ccccc1)c1cc(F)cc(F)c1 | 9
O=C(Nc1ccc2oc(-c3ccccc3Br)nc2c1)c1ccco1 | 1
SMILES | LDHA block
Cc1ccc(C(CNC(=O)c2cc(-c3ccccc3)on2)N2CCN(C)CC2)o1 (configuration not stated) | -1
COc1ccc(/C=N/OCC(=O)OCC(=O)c2ccc(Cl)cc2)cc1 | -3
CC(C)NC(=O)c1ccccc1CSc1nc2ccccc2o1 | 5
CC(C)OC(=O)c1ccc(Cl)c(N)c1 | 1
C#CCN1CCC(C(=O)NCCNC(=O)c2ccccc2)CC1 | 1
Cc1ccc(S(=O)(=O)C(CC(=O)c2ccc(Cl)cc2)C(=O)c2ccc(Cl)cc2)cc1 (configuration not stated) | 10
CC(C)OC(=O)Cn1c(C2CC(=O)N(Cc3ccc(F)cc3)C2)nc2ccccc21 (configuration not stated) | -1
O=C(CCN1CCN(c2cnccn2)CC1)Nc1cc(Cl)ccc1Cl | -6
COc1ccc(OC)c(NC(=O)COc2cccc(C)c2C)c1 | -2
Nn1cnc2ccccc21 | 10
CS(=O)(=O)N(CC(=O)Nc1cc(Cl)cc(Cl)c1)Cc1ccccc1 | 0
CN(C)C(=O)C1CN(C(=O)CCc2ncc(-c3ccccc3Cl)o2)c2ccccc2O1 (configuration not stated) | 1
NCc1ccccc1OC(F)(F)F | -3
Cc1ccc(OCn2ccc(C(=O)NCc3c(C)nn(C)c3C)n2)c(C)c1 | -2
Fc1ccccc1OCc1nnc(-c2ccccc2)o1 | 2
CCc1nnc(SCC(=O)Nc2c(Cl)cccc2Cl)n1-n1cccc1 | -12
COc1ccc(C(=O)Oc2cccc(C)c2C)cc1 | 3
Cc1ccc(C)c(N2CCN(C(=O)c3ccc(CS(=O)c4ccc(Cl)cc4)o3)CC2)c1 (configuration not stated) | 0
COC(=O)C1=C(C)OC(N)=C(C#N)C1c1cccc(C(F)(F)F)c1 (configuration not stated) | 8
O=S(=O)(Nc1nc2ccccc2nc1NCc1ccccc1Cl)c1ccc(F)cc1 | 9
CCN(Cc1ccccc1)C(=O)/C=C/c1ccc(-c2ccccc2)s1 | 12
Cc1nc(NCc2ccco2)sc1C(=O)NCCC(C)C | 8
Cc1nc2ccc(C(=O)N3CCN(C(=O)CCC4CCCC4)CC3)cc2nc1C | -4
COc1ccc(OC)c2c1cc(C(=O)NCC(=O)Nc1nc(C)cs1)n2C | 10
CSc1cccc(NC(=O)c2cccc(C)c2)c1 | -5

The last 7 compounds of the section above lead into the next.
SMILES | LDHA block
COC(=O)C1=C(C)OC(N)=C(C#N)C1c1cccc(C(F)(F)F)c1 (configuration not stated) | 8
O=S(=O)(Nc1nc2ccccc2nc1NCc1ccccc1Cl)c1ccc(F)cc1 | 9
CCN(Cc1ccccc1)C(=O)/C=C/c1ccc(-c2ccccc2)s1 | 12
Cc1nc(NCc2ccco2)sc1C(=O)NCCC(C)C | 8
Cc1nc2ccc(C(=O)N3CCN(C(=O)CCC4CCCC4)CC3)cc2nc1C | -4
COc1ccc(OC)c2c1cc(C(=O)NCC(=O)Nc1nc(C)cs1)n2C | 10
CSc1cccc(NC(=O)c2cccc(C)c2)c1 | -5
CC(C)(C)C(=O)N1N=C(c2ccco2)CC1c1ccc2nccnc2c1 (configuration not stated) | 2
Cc1ccc(C)c(-c2cc(C(=O)O)c3cccc(C)c3n2)c1 | 0
Cc1[nH]c2ccccc2c1C(=O)COC(=O)CCC(C)C | 0
Cc1cnc2c(S(=O)(=O)NC3CCCCC3)cccc2c1 | -17
Cc1ccc(Nc2nn3c(=O)c4ccccc4nc3s2)cc1C | -2
CCCCNC(=O)NC(=O)CSc1nc(-c2ccco2)nc2ccccc12 | -1
N#Cc1nc(Cc2ccccc2)oc1NCc1ccc(F)cc1 | 3
COc1ccccc1CNc1nc(-c2ccccc2)cs1 | 1
NC(=O)C1CCN(c2ncc(-c3ccc4c(c3)OC(F)(F)O4)s2)CC1 | -1
COC(=O)C(C(=O)OC)C(c1ccc(Br)cc1)C(C)C(=O)c1ccc(C)cc1C (configuration not stated) | 1
O=C(Cn1c(=O)[nH]c2c(-c3ccccc3F)c[nH]c2c1=O)NCc1ccc2c(c1)OCO2 | 9
CC(OC(=O)c1cccc(S(=O)(=O)N2CCCCC2)c1)C(=O)N1CCc2ccccc21 (configuration not stated) | 5
O=C(c1ccc(Cl)cc1)N1CCN(c2nc3ccccc3s2)CC1 | -4
CCNC(=O)NC(=O)C(C)OC(=O)Cc1c[nH]c2ccccc12 (configuration not stated) | 5
Cc1ccc2nc(N3CCOCC3)nc(-c3ccccc3)c2c1 | 6
O=C(O)c1cccnc1Sc1ccc(F)cc1 | 2
COc1ccc2c(c1)O/C(=C\c1cccc(OS(C)(=O)=O)c1)C2=O | 0
CSc1ccc(CCNC(=O)Cn2c(=O)c(=O)n(C)c3ccccc32)cc1 | 9
O=C(O)C/C(=C/c1cccc(Oc2ccc(Cl)cc2)c1)c1nc2ccccc2s1 | -8
Cc1cc(N2CCOCC2)nc(N2CCN(C(=O)Nc3ccc(F)cc3)CC2)n1 | -11
CCc1cc(CC)n(-c2nc3c(c(=O)n(CC)c(=O)n3C)n2Cc2ccc(OC)cc2)n1 | -7
COc1cccc(C(=O)CSc2nnc(-c3cc4ccccc4o3)n2C)c1 | -1
Cc1ccc(CNC(=S)NNC=O)cc1 | -3
O=C(N/N=C/c1ccc(C(F)(F)F)cc1)c1cccs1 | 9
CCOc1ccc2nc(SC3CC(=O)N(c4ccc(C)c(C)c4)C3=O)nc(C)c2c1 (configuration not stated) | 4
SMILES | LDHA block
Cc1ccc(-n2nnc(C(=O)Nc3nccs3)c2C(C)C)cc1 | 1
c1ccc(-c2ccc(-c3ccn[nH]3)cc2)cc1 | -17
CSc1ccc(C(C)NC(=O)Cc2ccccc2C)cc1 (configuration not stated) | 7
N#Cc1c(-c2ccc(C(=O)c3ccc(O)cc3)cc2)no[n+]1[O-] | -6
Cc1oc2cc(OCC(=O)NC(C)c3ccco3)ccc2c(=O)c1Oc1ccccc1 (configuration not stated) | -1
CCc1ccc(C(=O)COC(=O)Cc2ccsc2)cc1 | 11
O=C(/C=C/c1ccc(OC(F)(F)F)cc1)N1CCCC1 | 6
COC(=O)c1ccccc1-c1ccc(/C=C(/C#N)c2nc3ccc(C)cc3[nH]2)o1 | 2
O=C(CN(c1ccc(Cl)cc1Cl)S(=O)(=O)c1ccccc1)N1CCCC1 | 2
CCCCC(=O)Nc1sccc1C#N | 6
CC1(c2ccc3c(c2)OCO3)NC(=O)N(Cc2coc(-c3cccs3)n2)C1=O (configuration not stated) | 2

7 compounds from above, ordered by molecular weight, lowest first:
SMILES | LDHA block
CCCCC(=O)Nc1sccc1C#N | 6
c1ccc(-c2ccc(-c3ccn[nH]3)cc2)cc1 | -17
CCc1ccc(C(=O)COC(=O)Cc2ccsc2)cc1 | 11
Cc1ccc(-n2nnc(C(=O)Nc3nccs3)c2C(C)C)cc1 | 1
COC(=O)c1ccccc1-c1ccc(/C=C(/C#N)c2nc3ccc(C)cc3[nH]2)o1 | 2
CC1(c2ccc3c(c2)OCO3)NC(=O)N(Cc2coc(-c3cccs3)n2)C1=O (configuration not stated) | 2
Cc1oc2cc(OCC(=O)NC(C)c3ccco3)ccc2c(=O)c1Oc1ccccc1 (configuration not stated) | -1
